High-throughput results deposited in PubChem by National Center for Advancing Translational Sciences (NCATS).
Pin1 inhibitor: blocks the human prolyl isomerase Pin1; Q13526; Pin1 FP peptide displacement, HiFluor488, 10 min; Potency, µM (series often up to 115 µM), inactives show at the top dose activity, negative = inhibition, actives largely listed as inhibitors; 390,000 tested, 0.009% active; active means well fitted inhibition curve with a large enough effect in the polarisation, with a control signal flat, not every such curve was filed as active; inconclusive means small, poorly fitted or top-dose-only effect, or effect the other way, or a change in a side signal; inactive means no such curve, though single readings can be large or run the other way; the % refers to the polarisation; further: on the % scale 0 is the no-effect control and ±100 the full control effect
Pol iota inh: DNA polymerase iota (human) inhibition | Q9UNA4 | Pol iota fluorescent replication assay, 10 min | Potency, µM (doses to about 115 µM), inactives show top-dose activity, negative = inhibition, most hits filed as inhibitors | 390,000 tested, 1% active
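Fluorescent replication assay read twice, at 0 min and 10 min after adding 50 nM (final) substrate. Enzyme (10 nM) and compounds were first incubated 15 min at room temperature; enzyme-free buffer wells were negative controls.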
BLM inh: Bloom syndrome helicase (human) inhibition; P54132; recombinant BLM DNA unwinding, fluorescence dequenching; Potency, µM (doses to about 56.1 µM), for inactives: at the highest dose activity change, negative = inhibition, most hits filed as inhibitors; 350,000 tested, 0.2% active;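 further: plate controls were vehicle for no effect and no enzyme for full effect; nearly all actives have a fitted effect of over 35% in size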
Tb PGK inh: blocks T. brucei phosphoglycerate kinase; P07378; PGK/GAPDH coupled, Kinase-Glo luminescence, 60 min; Potency, µM (series often up to 57.5 µM), inactives show at the highest dose activity change, negative = inhibition, actives largely listed as inhibitors; 380,000 tested, 0.043% active; AID 602233; further: on the % scale 0 is the no-effect control and ±100 the full control effect; nearly all actives have a fitted effect of over 60% in size
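Recombinant glycosomal PGK reaction used 1,3-bisphosphoglycerate generated in-well by GAPDH (100nM final) in 100mM TEA pH 7.6, 5mM MgCl2, 0.01% Tween-20. After 60 minutes at room temperature, ATP was read by Kinase-Glo Plus luminescence end-point.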
GLS inhibitor: inhibitors of human glutaminase (GLS); O94925; GLS enzymatic activity, qHTS titration; 410,000 tested, 0.21% active; Potency, µM (series often up to 45.5 µM), without a hit: at the highest dose activity change, negative = inhibition, hits mostly inhibitors; further: on the % scale 0 is the no-effect control and ±100 the full control effect
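Enzyme dispensed in phosphate buffer (45 mM, pH 8.2, 0.02% Tween-20), compounds pinned in, then 1 mM L-glutamine solution and the glutamate oxidase–HRP–Amplex Red mix added; fluorescence read immediately and again after 30 min at room temperature.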
BAZ2B inh: BAZ2B (human) inhibition. Q9UIF8. AlphaScreen BAZ2B-H3K14Ac peptide displacement. Potency, µM (top dose mostly 114 µM), without a hit: at the top dose activity change, negative = inhibition, most hits filed as inhibitors. 360,000 tested, 4.4% active; further: on the % scale 0 is the no-effect control and ±100 the full control effect; nearly all actives have a fitted effect of over 60% in size
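Protein-peptide AlphaScreen: BAZ2B 50 nM, b-H3K14Ac 50 nM, 1x PBS pH 7.4 + 0.01% Tween-20. Preincubation 30 min RT; cpd 30 min RT (top 110 uM); beads 20 min RT, light-protected.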
JMJD2A Tudor inh: JMJD2A Tudor domain (human) inhibition. AlphaScreen JMJD2A-Tudor / H3K4me3 peptide binding. Potency, µM (highest dose often 114 µM), for inactives: at the top dose activity change, negative = inhibition, usual class: inhibitors. 390,000 tested, 4.4% active. AID 504339; further: on the % scale 0 is the no-effect control and ±100 the full control effect; nearly all actives have a fitted effect of over 50% in size
Target sequence (O75164 whole entry, looked up, the tested form may be a part): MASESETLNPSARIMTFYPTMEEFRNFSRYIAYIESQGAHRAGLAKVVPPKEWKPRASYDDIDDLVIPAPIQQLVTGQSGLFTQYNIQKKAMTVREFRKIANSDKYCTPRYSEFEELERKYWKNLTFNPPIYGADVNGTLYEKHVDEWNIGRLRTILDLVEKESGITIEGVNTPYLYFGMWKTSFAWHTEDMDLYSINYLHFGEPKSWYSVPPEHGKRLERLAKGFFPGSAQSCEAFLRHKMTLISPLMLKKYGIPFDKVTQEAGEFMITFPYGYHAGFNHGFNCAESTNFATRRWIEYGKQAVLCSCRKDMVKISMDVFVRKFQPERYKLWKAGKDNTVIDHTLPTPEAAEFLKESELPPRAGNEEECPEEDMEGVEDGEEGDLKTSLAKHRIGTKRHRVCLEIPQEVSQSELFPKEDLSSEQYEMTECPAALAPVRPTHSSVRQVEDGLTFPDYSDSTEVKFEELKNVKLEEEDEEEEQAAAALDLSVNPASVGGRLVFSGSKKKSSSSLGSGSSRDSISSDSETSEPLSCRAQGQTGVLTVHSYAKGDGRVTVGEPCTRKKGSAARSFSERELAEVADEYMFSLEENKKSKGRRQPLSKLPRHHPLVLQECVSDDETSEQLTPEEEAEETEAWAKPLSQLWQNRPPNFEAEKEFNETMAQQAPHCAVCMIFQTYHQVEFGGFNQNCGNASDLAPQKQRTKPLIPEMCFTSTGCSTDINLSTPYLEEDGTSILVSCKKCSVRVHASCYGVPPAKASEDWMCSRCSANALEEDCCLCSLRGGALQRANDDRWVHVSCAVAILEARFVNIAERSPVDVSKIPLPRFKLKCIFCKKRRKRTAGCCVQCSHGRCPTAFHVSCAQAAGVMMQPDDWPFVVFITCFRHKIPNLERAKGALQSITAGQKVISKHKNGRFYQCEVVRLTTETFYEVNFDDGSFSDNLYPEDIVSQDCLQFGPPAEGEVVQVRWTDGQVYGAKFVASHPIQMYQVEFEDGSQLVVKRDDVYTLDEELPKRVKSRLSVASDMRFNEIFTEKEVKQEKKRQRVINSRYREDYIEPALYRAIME
HP1b binding inh: blocks HP1-beta chromodomain binding to methylated histone tails. AlphaScreen HP1-beta / biotin-H3K9me3 peptide binding. Potency, µM (titrated, usually from 114 µM), for the others: at the highest dose activity change, negative = inhibition, usual class: inhibitors. 390,000 tested, 0.56% active. P83916; further: nearly all actives have a fitted effect of over 70% in size; inactives centre near 23
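AlphaScreen: HP1-beta (50 nM) preformed 30 min with biotin-H3(1-18)K9me3 peptide (50 nM) in PBS pH 7.4, 0.01% Tween-20. Compound added for 30 min at RT, then streptavidin donor/nickel chelate acceptor beads (10 ug/mL) for 30 min.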
G9a inh: G9a (human) methyltransferase inhibition. G9a H3K9 monomethylation, AlphaScreen, 2 h. Potency, µM (top dose mostly 102 µM), inactives show top-dose activity, negative = inhibition, actives largely listed as inhibitors. 350,000 tested, 8.8% active; further: on the % scale 0 is the no-effect control and ±100 the full control effect; nearly all actives have a fitted effect of over 75% in size
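Methyltransferase reactions run at room temperature for 2 h (20 nM enzyme, 500 nM biotin-H3K9 peptide, 20 uM SAM) after a 15 min compound preincubation; product detected by AlphaScreen beads and anti-H3K9me1 antibody.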
An asterisk follows results filed as active; ? = inconclusive; · = not tested or not shown; [ ] = dose if it differs, or a comment. Unless noted, the call rests on the fitted dose curve; in most records, active means well fitted curve in the direction sought with a large enough effect; inconclusive means small, poorly fitted or top-dose-only effect, or another doubt; inactive means no such curve, though single readings can be large; an effect the other way counts as inactive or inconclusive. Potency means the concentration at half of the fitted maximal effect. These rows are one share of the data. The share of hits here may be higher or lower than overall.

cpd	Pol iota inh	HP1b binding inh	BAZ2B inh	G9a inh	Tb PGK inh	BLM inh	GLS inhibitor	Pin1 inhibitor	JMJD2A Tudor inh	molecule
1	?	13%	?	-28%[59 µM]	·	-10%	-9%	?	-34%	COc1cc(/C=C2/SC(=S)N(CC(=O)Nc3nc4ccccc4s3)C2=O)cc(OC)c1OC
2	12%	26%	3%	?	-5%	-2%	-7%	18%	-7%	CC(=O)c1sc(Nc2ccc(C)cc2)nc1C
3	35%[activator]	51%[activator]	-1%	-1%	-1%	-3%	-1%	1%	5%	CCNC(=O)c1ccccc1NC(=O)C1CC(=O)N(C(C)C)C1 (stereo unspecified)
4	31%[activator]	37%[activator]	-30%	18%	0%	-8%	-7%	-3%	-13%	O=C(CN1C(=O)NC(Cc2c[nH]c3ccccc23)C1=O)NCCc1ccc(F)cc1 (stereo unspecified)
5	22%	12%	-6%	4%[12.7 µM]	3%	·	13%	4%	-3%	Cc1ccc(NC(=O)CN(C)C(=O)COC(=O)COc2ccc(C#N)cc2)cc1
6	11%	44%[activator]	0%	5%[59 µM]	-3%	-5%	-1%	4%	0%	CCC(=O)Nc1ccc2nc(SCc3ccc(C)cc3)sc2c1
7	6%	52%[activator]	-14%	41%	-4%	-5%	8%	2%	0%	C=CCNC(=S)NNC(=O)c1ccc(C)c(Cl)c1
8	20%	-1%	-2%	14%	3%	-1%	1%	4%	-13%	COc1ccc(S(=O)(=O)N2CCOCC2)cc1NC(=O)c1ccc(-n2nc(C)cc2C)cc1
9	-21%	9%	5%	9%[12.7 µM]	-9%	0%	-12%	?	-10%	CCOCCCNC(=O)c1c(C)[nH]c(C(=O)OCC)c1C
10	?	·	·	?	·	?	28µM*	·	·	O=C(O)c1cc(=O)c2c3nc4ccccc4oc-3cc(=O)c2[nH]1
11	38%[activator]	42%[activator]	·	·	-6%	·	7%	-3%	-20%	O=C(Nc1ccccc1)C1=C[C@@H](c2ccc3c(c2)OCO3)C[C@@H](OCCCCO)O1
12	18%	57%[activator]	10%	-36%[59 µM]	6%	2%	5%	-5%	1%[57.1 µM]	CC(CNC(=O)CC(C)(C)C)NC(=O)CC(C)(C)C (stereo unspecified)

Next structures
cpd	Pol iota inh	HP1b binding inh	BAZ2B inh	G9a inh	Tb PGK inh	BLM inh	GLS inhibitor	Pin1 inhibitor	JMJD2A Tudor inh	molecule
13	17%	32%	·	·	4%	·	-5%	?	-18%	Cc1[nH]c(=O)nc(NN=Cc2ccc(Cl)cc2)c1C(=O)Nc1ccc(Cl)cc1
14	12%	44%[activator]	-17%	?	-1%	0%	-3%	-1%	2%	COc1ccccc1CNC(=O)C1CCCN(C(=O)c2cnn(-c3ccc(F)cc3)c2-n2cccc2)C1 (stereo unspecified)
15	47%[activator]	12%	-14%	-4%	9%	-4%	0%	-1%	-7%	COc1ccc(NC(=O)C2CCN(C(=O)Cc3ccccc3)CC2)cc1OC
16	32%[activator]	23%	8%	-2%[12.7 µM]	-12%	·	-7%	3%	-17%	CCOC(=O)c1sc(NC(=O)C2CC(=O)N(c3ccccc3OC)C2)nc1C (stereo unspecified)
17	7%	33%	-1%	8%	0%	0%	3%	10%	-1%	Cc1ccccc1Cn1ccc(NC(=O)c2cc3nc(-c4ccco4)cc(C(F)(F)F)n3n2)n1
18	20%	47%[activator]	2%	-9%[0.501 µM]	-15%	1%	-6%	2%	23%	O=C(Nc1cccc(Cl)c1)NC1CC2CCC1C2 (stereo unspecified)
19	15%	7%[57 µM]	-16%	·	-3%	4%	-2%	7%	-10%	COCC1CCCN(Cc2cn(-c3ccccc3)nc2-c2ccc3c(c2)OCO3)C1 (stereo unspecified)
20	8%	29%	·	·	-9%	·	4%	-8%	-11%	CCS(=O)(=O)c1ccc(C=NNc2nc3ccccc3o2)cc1
21	33%[activator]	33%	0%	48%	-10%	3%	-4%	-6%	-8%	Cc1ccccc1NC(=O)Nc1c(C)n(C)n(-c2ccccc2)c1=O
22	10%	-11%	-2%	?	-6%	·	-4%	-7%	-28%	Cc1cc(=O)oc2cc(NC(=O)CN3C(=O)NC(C)(c4ccccc4)C3=O)ccc12 (stereo unspecified)
23	7%	42%[activator]	-10%	·	-3%	-1%	-1%	-3%	-14%[11.4 µM]	O=c1[nH]c2cccnc2n1-c1ccc([N+](=O)[O-])cc1

An excerpt from above in order of SMILES length, lowest first:
cpd	Pol iota inh	HP1b binding inh	BAZ2B inh	G9a inh	Tb PGK inh	BLM inh	GLS inhibitor	Pin1 inhibitor	JMJD2A Tudor inh	molecule
12	18%	57%[activator]	10%	-36%[59 µM]	6%	2%	5%	-5%	1%[57.1 µM]	CC(CNC(=O)CC(C)(C)C)NC(=O)CC(C)(C)C (stereo unspecified)
9	-21%	9%	5%	9%[12.7 µM]	-9%	0%	-12%	?	-10%	CCOCCCNC(=O)c1c(C)[nH]c(C(=O)OCC)c1C
20	8%	29%	·	·	-9%	·	4%	-8%	-11%	CCS(=O)(=O)c1ccc(C=NNc2nc3ccccc3o2)cc1
23	7%	42%[activator]	-10%	·	-3%	-1%	-1%	-3%	-14%[11.4 µM]	O=c1[nH]c2cccnc2n1-c1ccc([N+](=O)[O-])cc1
21	33%[activator]	33%	0%	48%	-10%	3%	-4%	-6%	-8%	Cc1ccccc1NC(=O)Nc1c(C)n(C)n(-c2ccccc2)c1=O
10	?	·	·	?	·	?	28µM*	·	·	O=C(O)c1cc(=O)c2c3nc4ccccc4oc-3cc(=O)c2[nH]1
16	32%[activator]	23%	8%	-2%[12.7 µM]	-12%	·	-7%	3%	-17%	CCOC(=O)c1sc(NC(=O)C2CC(=O)N(c3ccccc3OC)C2)nc1C (stereo unspecified)
19	15%	7%[57 µM]	-16%	·	-3%	4%	-2%	7%	-10%	COCC1CCCN(Cc2cn(-c3ccccc3)nc2-c2ccc3c(c2)OCO3)C1 (stereo unspecified)
13	17%	32%	·	·	4%	·	-5%	?	-18%	Cc1[nH]c(=O)nc(NN=Cc2ccc(Cl)cc2)c1C(=O)Nc1ccc(Cl)cc1
22	10%	-11%	-2%	?	-6%	·	-4%	-7%	-28%	Cc1cc(=O)oc2cc(NC(=O)CN3C(=O)NC(C)(c4ccccc4)C3=O)ccc12 (stereo unspecified)
8	20%	-1%	-2%	14%	3%	-1%	1%	4%	-13%	COc1ccc(S(=O)(=O)N2CCOCC2)cc1NC(=O)c1ccc(-n2nc(C)cc2C)cc1
11	38%[activator]	42%[activator]	·	·	-6%	·	7%	-3%	-20%	O=C(Nc1ccccc1)C1=C[C@@H](c2ccc3c(c2)OCO3)C[C@@H](OCCCCO)O1
14	12%	44%[activator]	-17%	?	-1%	0%	-3%	-1%	2%	COc1ccccc1CNC(=O)C1CCCN(C(=O)c2cnn(-c3ccc(F)cc3)c2-n2cccc2)C1 (stereo unspecified)
